# Source: PubChem
# PPARg SRC-2 ag: PPARgamma-driven SRC-2 recruitment agonism | actives 0.34% (n = 200,000) | P37231 | AID 1032 | PPARgamma LBD-SRC-2 recruitment, biochemical | activation, % at 8 µM; in the data active means activation above about 22%;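 further: 0% = vehicle and 100% = reference agonist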
# Target sequence (P37231 whole entry, looked up, the tested form may be a part): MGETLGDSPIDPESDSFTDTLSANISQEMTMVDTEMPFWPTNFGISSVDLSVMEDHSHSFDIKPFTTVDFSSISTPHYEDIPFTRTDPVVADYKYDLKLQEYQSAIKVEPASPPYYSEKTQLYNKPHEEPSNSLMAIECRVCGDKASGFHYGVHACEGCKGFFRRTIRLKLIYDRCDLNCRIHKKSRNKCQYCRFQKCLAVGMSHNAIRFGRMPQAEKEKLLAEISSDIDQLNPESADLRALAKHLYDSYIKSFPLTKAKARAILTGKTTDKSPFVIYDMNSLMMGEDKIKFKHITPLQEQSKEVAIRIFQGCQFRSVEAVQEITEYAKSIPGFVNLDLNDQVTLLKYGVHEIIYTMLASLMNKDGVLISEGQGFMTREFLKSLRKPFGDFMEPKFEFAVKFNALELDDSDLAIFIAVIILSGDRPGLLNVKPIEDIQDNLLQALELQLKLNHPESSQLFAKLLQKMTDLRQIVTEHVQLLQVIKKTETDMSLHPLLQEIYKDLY
# PPARg SRC1 recr: promotes SRC-1 coactivator recruitment by human PPARgamma; actives 0.41% (n = 200,000); P37231; PPARgamma-SRC-1 coactivator recruitment biochemical assay; activation, % at 8 µM; in the data active means activation above about 19%;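 further: 0% = DMSO and 100% = reference agonist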
# PPARg SRC-3 ag: agonists of human PPARgamma SRC-3 coactivator recruitment; biochemical PPARgamma/SRC-3 coactivator recruitment assay; activation, % at 8 µM; actives 0.26% (n = 200,000); in the data active means activation above about 23%;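 further: 0% = DMSO and 100% = reference agonist; some compounds past the cut are filed as inactive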
# S1P3 antag: antagonists of human S1P3 receptor | Q99500 | AID 485 | CHO S1P3 NFAT-BLA reporter, FRET fluorescence, antagonist mode | actives 0.27% (n = 170,000) | inhibition, % at 4.98 µM;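 active means inhibition above the plate cutoff, the mean inhibition of test wells on that plate plus 3 SD, cut at about 28% in these data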;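 further: cells challenged with S1P at its EC80 of 0.8 µM; blue over green emission ratio from cleaved BLA substrate after 4 h stimulation; 0% = S1P-stimulated wells and 100% = unstimulated DMSO-only wells; some compounds past the cut are filed as inactive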
# Target sequence (Q99500 whole entry, looked up): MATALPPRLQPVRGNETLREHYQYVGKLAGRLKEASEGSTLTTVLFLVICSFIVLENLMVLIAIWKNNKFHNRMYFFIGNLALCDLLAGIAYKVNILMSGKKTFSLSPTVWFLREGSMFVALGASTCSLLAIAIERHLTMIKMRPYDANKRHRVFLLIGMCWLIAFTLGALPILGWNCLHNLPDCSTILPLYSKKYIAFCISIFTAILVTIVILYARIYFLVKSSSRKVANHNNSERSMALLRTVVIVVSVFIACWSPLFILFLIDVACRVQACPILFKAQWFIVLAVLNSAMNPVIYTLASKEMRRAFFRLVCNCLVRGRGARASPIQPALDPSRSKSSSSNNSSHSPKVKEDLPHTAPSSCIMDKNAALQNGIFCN
# Lmaj promast: Leishmania major promastigote growth inhibition; Leishmania major promastigotes, resazurin fluorescence viability; inhibition, % at 10 µM; actives 9% (n = 200,000); in the data active means inhibition above about 50%;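 further: promastigotes grown with compound for 44 hours at 28 °C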
# ROMK primary: human ROMK K+ channel modulation, primary screen | actives 2% (n = 130,000) | P48048 | Tet-inducible ROMK, thallium flux fluorescence; actives lie on both sides | B-score at 10 µM;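 active means signal ratio slope over the read window, or its plate-corrected B-score, at least 3 SD from the plate mean, either direction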;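 further: B-score of the F/F0 ratio slope over 7 to 12 s after thallium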
# RAM network inh: inhibitors of the yeast RAM network | S. cerevisiae dse1pr::URA3 reporter, 5-FOA growth OD615, 2 d; analog-sensitive cbk1-as2 kinase mutant strain | inhibition, % at 50 µM | actives 1.8% (n = 190,000) | AID 868;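 active means inhibition above a set limit, 3 SD over mean compound inhibition, cut at about 8.4% in these data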;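 further: 0% = DMSO-only wells with no growth and 100% = 10 µM 1-NA-PP1 full growth; inhibition rescues growth on 5-FOA so higher OD means more RAM inhibition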
# HMGR II inh: inhibitors of class II HMG-CoA reductase from Enterococcus faecalis | AID 1066 | purified E. faecalis HMGR, NADPH absorbance 340 nm kinetic | actives 0.41% (n = 190,000) | inhibition, % at 10 µM;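 active means inhibition above a set limit, the median over all tested compounds plus 3 SD, cut at about 9.5% in these data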;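 further: enzyme runs in reverse so mevalonate oxidation gives rising NADPH absorbance; 0% = complete reaction with DMSO and 100% = background rate lacking mevalonate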
# TR-FRET SRC-2 ct: counter-screen for PPARgamma SRC-2 recruitment agonists: TR-FRET artefact. AID 1049. active compounds read high. TR-FRET ratio at 8 µM. actives 0.4% (n = 200,000); in the data active means TR-FRET ratio above about 2000; further: inactives centre near 1500; reference of the scale not given here
# DTT redox prof: compounds producing H2O2 with reducing agent – biochemical, NIH compound library profiling, artefact control for MLSCN library redox annotation, primary screen | DTT-dependent redox cycling H2O2, phenol red/HRP absorbance; 100% = 100 µM peroxide control, 0% = buffer | activation, % at 10 µM | actives 0.03% (n = 200,000) | AID 878;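 active means activation of at least 50% relative to the plate's high and low controls in the primary single-dose screen; inactive means activation below 50%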;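 further: compound incubated with DTT at 0.8 mM final as the reducing agent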
# bIAP inh: blocks bovine intestinal alkaline phosphatase activity. purified bovine IAP, CDP-star luminescence, 30 min. inhibition, % at 20 µM. 190,000 tested, under 10 active;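 active means over 50% inhibition of intestinal alkaline phosphatase at 20 µM in the single-dose screen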
#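 Assay system: bovine IAP enzyme; medium: DEA buffer 100 mM, pH 9.8, with MgCl2 1.0 mM, ZnCl2 0.02 mM; doses: 20 µM single dose; incubation: enzyme reaction for 30 min at room temperature; detection: CDP-star luminescence signal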
# The depositor's hits bear a star; x = no result given.
SMILES,PPARg SRC-2 ag,PPARg SRC1 recr,PPARg SRC-3 ag,S1P3 antag,Lmaj promast,ROMK primary,RAM network inh,HMGR II inh,TR-FRET SRC-2 ct,DTT redox prof,bIAP inh
CC(=O)OC1CC(C)N(C(=O)c2ccccc2)c2ccc(C)cc21 (centres undefined),7,11,5,-7,9,0.48,0.1,-8,1739,0.7,3
Cc1cccc(OCC(=O)N2CCC(N3CCOCC3)CC2)c1,3,4,-5,x,92*,0.045,1.8,-4,1646,-1.0,-2
Cc1ccc2c(c1)S/C(=C/c1ccc[n+](C)c1)N2CCO,-7,5,0,-7,70*,-1.2,0.5,0,1445,-0.1,x
CN(CCC1CCOCC1)C(=O)CC1C(=O)NCCN1C/C=C/c1ccccc1 (centres undefined),2,0,-4,19,-6,0.59,0.4,-3,1625,-0.6,-9
O=C(NCc1cccnc1)NC1(C(F)(F)F)Oc2ccccc2O1,5,9,15,x,2,0.054,1.8,-4,1732,-3.4,9
COc1ccc(O)c(C=NCC(C)N=Cc2cc(OC)ccc2O)c1 (centres undefined),0,10,4,-6,-15,0.034,-0.1,-1,1521,-0.4,-3
CCOC(=O)c1cnc(Nc2ccc(OCC)cc2)nc1C,6,-3,3,-10,-9,2.1,1.0,1,1423,-1.3,14
CC1(C)CC(=O)C2=C(C1)NC(Nc1nc3ccccc3o1)=NC21CCCC1,6,9,5,-13,-1,x,5.2,2,1543,2.6,-8
Cc1ccc(S(=O)(=O)NC2(C(=O)O)CCCCC2)cc1,-2,1,-5,x,0,-0.98,-0.9,-6,1271,0.3,-5
COc1ccc(CN=Cc2[nH]c3ccc(Br)c(Cl)c3c2O)cc1,5,6,14,x,99*,x,0.5,2,1609,-2.4,26
O=C(CN1CCN(c2cccc(Cl)c2)CC1)N1CCCC1,4,-3,8,25,-5,x,1.5,2,1367,2.2,2
C=CCSc1nc2nc(C)cc(C)n2n1,11,2,3,-14,-8,0.01,1.1,-2,1664,-1.4,6
Nn1cnnc1N/N=C/c1cc(Br)cc(Br)c1O,-2,-6,13,x,38,x,9.6*,-3,1572,-1.6,18
c1ccc(N2CCOCC2)c(Nc2nc3ccccc3n3cnnc23)c1,1,12,2,-15,9,x,2.2,-6,1480,-1.6,-30
Clc1cc2c(cc1/C=N/Nc1nc(N3CCOCC3)nc(N3CCOCC3)n1)OCO2,11,9,-2,6,13,x,1.1,-3,1546,-0.8,2
COc1ccc(NC(=O)CSc2nnc(Cn3nnc4ccccc43)n2C)cc1,-2,-4,1,x,3,x,0.8,-7,1444,-2.3,17
CCCCCNCc1ccc(OCc2ccc(Cl)nc2)c(OC)c1,1,3,-2,14,100*,-0.3,-0.1,-3,1451,-0.8,6
CCn1c(SCC(=O)Nc2ccccc2OC)nnc1-c1cnccn1,-1,2,-4,-22,5,x,1.4,-6,1558,1.1,5
O=C(Nc1cccc(-c2cn3c(n2)SCC3)c1)c1ccc2c(c1)OCO2,2,-2,0,0,2,-0.52,0.7,4,1597,-0.3,5
CC(=O)C1=C(O)C(=O)N(Cc2ccccc2)C1c1ccco1 (centres undefined),-6,1,0,x,-8,-0.017,-1.3,-1,1701,0.3,-3
O=C(c1ccccn1)N(Cc1ccco1)C1(C(=O)NC2CCCCC2)CCCCC1,6,0,-1,x,2,0.045,1.5,-3,1502,0.3,3
CCOc1ccccc1OCC(=O)Nc1ccc(S(=O)(=O)Nc2ncccn2)cc1,11,7,3,6,-9,0.46,2.2,-4,1627,-0.9,9
O=C(O)C1CCC(=O)N(C2CC2)C1c1ccccc1 (centres undefined),-3,2,-8,x,0,x,-0.4,2,1450,1.2,-2
CC(=O)c1ccc2noc(-c3cccc(C)c3)c2c1,4,12,2,-4,-6,0.27,3.1,-12,1645,-0.7,14
CCOc1cc(/C=N/O)cc(Br)c1OCC,-6,1,-1,x,6,-2.1,0.0,-1,1514,0.6,-5

SMILES,PPARg SRC-2 ag,PPARg SRC1 recr,PPARg SRC-3 ag,S1P3 antag,Lmaj promast,ROMK primary,RAM network inh,HMGR II inh,TR-FRET SRC-2 ct,DTT redox prof,bIAP inh
COc1ccc(-n2c(COc3cccc4cccnc34)nnc2SCC(=O)O)cc1,9,18,-1,5,-6,0.38,0.2,-3,1631,0.2,6
CN(C)S(=O)(=O)c1cccc(C(=O)NCCCn2ccnc2)c1,-6,-2,-2,-11,1,0.51,3.7,-1,1556,-0.2,-6
O=C(Oc1cccc(C(=S)N2CCOCC2)c1)c1cccc([N+](=O)[O-])c1,-2,-1,9,3,-7,-0.49,-1.1,-2,1491,-0.9,0
COC(=O)c1ccccc1NC(=O)CSc1nc(N)cc(N)n1,0,2,4,6,-1,x,0.6,-7,1719,-0.7,3
O=C(Nc1ccccc1)NC1CC2CCC(C1)N2Cc1nnnn1Cc1ccc2c(c1)OCO2 (centres undefined),2,-5,0,x,14,-2.4,0.1,-6,1605,0.2,-85
O=C(NC(CO)(CO)CO)c1coc(=O)c(Br)c1,-4,0,-3,x,0,x,-0.3,-10,1354,1.9,8
O=C(NC(=S)Nc1cccc(Cl)c1N1CCCCC1)c1ccco1,9,8,5,x,38,x,9.7*,-1,1623,0.7,24
N/C(=N\OC(=O)c1ccco1)c1ccc(Br)cc1,0,2,10,x,1,x,0.8,0,1512,2.3,10
Cc1cc(C)cc(-n2nnc(C(=O)NCc3ccc4c(c3)OCO4)c2N)c1,-6,4,18,-8,-8,x,2.3,-5,1436,2.3,13
CNC(=S)N1CCC(NC(=O)C(Cc2ccccc2)NC(C)=O)CC1 (centres undefined),2,5,5,-4,-1,1.5,-0.1,4,1555,-0.8,-3
C#CCn1c(=NC(=O)CN2C(=O)CCC2=O)sc2cccc(C)c21,2,-5,-1,2,-2,x,0.8,3,1502,-0.6,-6
COc1cc(CNn2c(C)n[nH]c2=S)cc(Cl)c1OCc1ccccc1,2,4,5,x,3,0.14,13*,-4,1550,-5.6,22
CC(C)CN(CC(C)C)C(=S)NC1CCCCC1,5,3,1,12,31,-0.4,-1.3,-6,1597,0.0,7
Cc1ccc(CSc2nc3ncccc3[nH]2)cc1,25*,11,16,x,5,x,0.8,-5,1846,0.4,-14
COc1ccc(OCC(=O)Nc2nnc(-c3ccco3)s2)cc1,17,15,8,-9,-9,1.4,3.2,0,2238*,-0.2,4
COc1ccc(C(=O)NNC(=O)CSc2ccccc2)cc1,-1,7,2,-10,-4,0.25,0.9,2,1599,0.8,-16
O=C(N/N=C/c1cccnc1)C12CC3CC(CC(C3)C1)C2,12,10,3,11,-2,0.17,0.7,2,1873,-2.3,5
Cc1ccc(NC(=O)CSc2nc(CSc3ccc(C)cc3)cc(=O)[nH]2)cc1,1,0,0,10,-3,0.51,6.2,-1,1522,-0.3,10
CC1(C)CC(=O)C2=C(C1)OC(N)=C(C#N)C21C(=O)N2CCCc3cccc1c32 (centres undefined),-1,0,2,-10,-3,x,0.4,-10,1469,2.0,-4
O=S(=O)(c1ccc(F)cc1)N1CCN(CC(O)COCc2cccs2)CC1 (centres undefined),5,2,0,8,-10,x,0.5,1,1530,0.2,4
O=C(NC(=S)Nc1ccc2c(c1)OCCO2)c1ccc(F)cc1Cl,-2,-8,0,-9,-9,-0.081,1.9,-2,1401,-0.1,-30
Cc1cc(-c2cn3ccccc3n2)c(C)n1-c1ccccc1,8,6,3,11,30,1.2,-0.3,-4,1703,-0.1,-10
CC(C)c1ccc(-c2c(C#N)c(N)nc3c2CCCCC3)cc1,7,4,7,x,13,x,2.1,-1,1630,1.6,0
COCCn1cc(C(=O)N2CCN(C)CC2)c2c3ccccc3n(C)c2c1=O,10,4,1,-4,-4,x,-0.1,-2,1562,1.7,-6
CC(C)(C)NC(=O)/C(=C\c1ccccc1F)NC(=O)c1ccc([N+](=O)[O-])cc1,-5,0,3,-13,1,0.35,3.0,-2,1465,-0.1,7

# In a second layout: results already given
Molecule: O=C(N/N=C/c1cccnc1)C12CC3CC(CC(C3)C1)C2
- PPARg SRC-2 ag: 12
- PPARg SRC1 recr: 10
- PPARg SRC-3 ag: 3
- S1P3 antag: 11
- Lmaj promast: -2
- ROMK primary: 0.17
- RAM network inh: 0.7
- HMGR II inh: 2
- TR-FRET SRC-2 ct: 1873
- DTT redox prof: -2.3
- bIAP inh: 5
Molecule: Cc1ccc(NC(=O)CSc2nc(CSc3ccc(C)cc3)cc(=O)[nH]2)cc1
- PPARg SRC-2 ag: 1
- PPARg SRC1 recr: 0
- PPARg SRC-3 ag: 0
- S1P3 antag: 10
- Lmaj promast: -3
- ROMK primary: 0.51
- RAM network inh: 6.2
- HMGR II inh: -1
- TR-FRET SRC-2 ct: 1522
- DTT redox prof: -0.3
- bIAP inh: 10

# Following part.
SMILES,PPARg SRC-2 ag,PPARg SRC1 recr,PPARg SRC-3 ag,S1P3 antag,Lmaj promast,ROMK primary,RAM network inh,HMGR II inh,TR-FRET SRC-2 ct,DTT redox prof,bIAP inh
Cc1ccc(-c2nc(N)n(C(=O)c3ccco3)n2)cc1,3,0,0,-4,-4,0.19,2.2,0,1607,0.1,10
CC(O)C(NS(=O)(=O)c1ccc(Cl)cc1)C(=O)OCC(=O)N1CCN(c2ccccc2)CC1 (centres undefined),-1,-1,1,5,1,0.2,6.7,-2,1535,0.2,29
CCCCc1nnc(NC(=O)CC(=O)Nc2ccccc2C(=O)O)s1,15,0,1,x,-8,-0.28,4.8,5,1678,0.2,4
Cc1cccc(NC(=O)Nc2cccc(F)c2)n1,-3,2,-10,2,-1,x,-0.1,0,1380,0.1,11
Cc1cccc(NC(=O)NCc2ccc3c(c2)OCO3)c1C,5,8,2,5,1,-0.83,2.5,-3,1602,-0.3,-3
CC(C)N(C(C)C)S(=O)(=O)c1ccc(Cl)nc1,2,-1,1,2,-4,-0.69,-0.7,-1,1609,-0.1,5
O=C(c1ccc(Br)o1)N1CCc2ccccc21,6,-4,1,-3,-8,0.0028,0.9,4,1535,-0.4,13
NCc1ccccc1COc1ccccc1,-1,0,4,2,-7,0.023,2.2,-1,1323,-0.2,8
O=C(CN1CCN(Cc2ccccc2Cl)CC1)N/N=C/C=C\c1ccccc1[N+](=O)[O-],8,6,-3,-8,-3,-0.25,0.3,-6,1596,-0.5,24
CSc1ccc(C(=O)C2CCCN(C(=O)CCCn3cncn3)C2)cc1 (centres undefined),1,-1,-4,0,2,-0.088,2.6,-2,1504,-0.2,-22
O=C(Nc1nc(=O)n(C(=O)C2CC2)s1)c1ccccc1,4,-4,-3,x,1,x,0.7,-1,1573,3.0,11
O=C(c1ccc2c(=O)n(-c3ccccc3)c(=O)[nH]c2c1)N1CCCCC1,-7,-2,1,5,-4,-0.32,1.1,-5,1405,0.5,18
Cc1ccc(-c2nn3c(=O)c(C)nnc3s2)cc1,5,-1,5,-6,-4,x,0.8,1,1550,2.5,-2
Cn1c(SCC(=O)Nc2cccc(F)c2)nnc1-c1cccnc1,-4,-2,-1,-16,-1,x,0.8,-5,1342,-1.1,2
Cc1cccc(OCCNc2cc(N3CCOCC3)ccc2[N+](=O)[O-])c1,2,-5,4,x,-4,x,4.0,-2,1530,-1.2,10
COCCNC(=O)CCn1c(=O)oc2ccccc21,-2,8,4,-36,70*,0.26,2.1,-7,1458,-4.0,8

# No enrichment for hits, and some 13% of all compounds hit somewhere here.
